Assay outcomes deposited in PubChem BioAssay by National Center for Advancing Translational Sciences (NCATS).
APEX1 inh: inhibitors of human APE1 endonuclease; P27695; recombinant APE1, TAMRA/BHQ-2 abasic DNA cleavage fluorescence; Potency, µM (series often up to 65.8 µM), without a hit: at the top dose activity change, negative = inhibition, actives largely listed as inhibitors; 350,000 tested, 0.35% active; AID 2517;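 also: potency is read from the fitted curve at half-maximal effect; plate controls were vehicle for no effect and reference inhibitor for full effect; nearly all actives have a fitted effect of over 55% in size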
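Endonuclease cleavage of a quenched abasic-site DNA duplex (50 nM) by APE1 (0.75 nM) was tracked by TAMRA dequenching. Compounds were preincubated with enzyme 15 min at room temperature; data normalized to buffer-only and DMSO wells plus NSC13755 control.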
Pol iota inh: blocks human DNA polymerase iota activity. Q9UNA4. 390,000 tested, 1% active. Potency, µM (doses to about 115 µM), without a hit: at the top dose activity, negative = inhibition, most hits filed as inhibitors. Pol iota fluorescent replication assay, 10 min; also: potency is read from the fitted curve at half-maximal effect
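Fluorescent replication assay read twice, at 0 min and 10 min after adding 50 nM (final) substrate. Enzyme (10 nM) and compounds were first incubated 15 min at room temperature; enzyme-free buffer wells were negative controls.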
12-LOX inh: ALOX12 (human) lipoxygenase inhibition; P18054; purified 12hLO, xylenol orange hydroperoxide absorbance; Potency, µM (series often up to 108 µM), inactives show at the highest dose activity change, negative = inhibition, actives largely listed as inhibitors; 580,000 tested, 1.1% active; AID 1671190; also: potency is read from the fitted curve at half-maximal effect; % is scaled to controls: 0 for no effect and ±100 for the full control effect
Target sequence (P18054 whole entry, looked up): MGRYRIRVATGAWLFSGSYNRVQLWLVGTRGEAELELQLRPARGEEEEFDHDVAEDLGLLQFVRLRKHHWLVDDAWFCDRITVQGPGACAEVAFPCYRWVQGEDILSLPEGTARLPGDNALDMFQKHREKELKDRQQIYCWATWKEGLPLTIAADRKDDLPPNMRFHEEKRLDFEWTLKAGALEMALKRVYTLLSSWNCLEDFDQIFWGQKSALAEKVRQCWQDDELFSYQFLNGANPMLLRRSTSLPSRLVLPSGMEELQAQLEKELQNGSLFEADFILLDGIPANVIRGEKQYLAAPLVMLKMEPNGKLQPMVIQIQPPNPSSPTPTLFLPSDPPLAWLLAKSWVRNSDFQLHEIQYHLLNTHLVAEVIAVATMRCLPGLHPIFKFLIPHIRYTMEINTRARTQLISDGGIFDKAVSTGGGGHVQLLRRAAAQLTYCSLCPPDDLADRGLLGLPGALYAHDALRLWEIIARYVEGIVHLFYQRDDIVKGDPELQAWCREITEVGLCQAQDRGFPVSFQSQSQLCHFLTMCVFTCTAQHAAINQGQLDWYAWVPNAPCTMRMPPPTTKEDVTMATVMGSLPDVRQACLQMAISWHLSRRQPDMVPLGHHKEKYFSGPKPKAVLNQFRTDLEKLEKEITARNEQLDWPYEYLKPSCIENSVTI
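Purified human 12hLO at 150 nM in 25 mM Hepes, 0.01% Triton X-100, pH 7.0, preincubated 15 min at room temperature with compound. Reaction started with 40 uM arachidonic acid, 30 min at room temperature. Hydroperoxide measured by Fe-xylenol orange, 573/405 nm absorbance ratio.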
Anesthetic bind: binds horse apoferritin like a general anesthetic; 350,000 tested, 0.074% active; P02791; apoferritin/1-aminoanthracene competitive binding, fluorescence; Potency, µM (doses to about 77.5 µM), for the others: at the top dose activity change, negative = displacement, actives largely listed as inhibitors; also: potency is read from the fitted curve at half-maximal effect; % is scaled to controls: 0 for no effect and ±100 for the full control effect; nearly all actives have a fitted effect of over 20% in size
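Steps: apoferritin (10 uM) was premixed with half-saturated 1-AMA in PBS, compounds were pin-transferred, plates stood 10 min at room temperature, fluorescence was read at 380/535 nm, and curves were fitted with a Hill equation.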
BLM inh: Bloom syndrome helicase (human) inhibition. Potency, µM (top dose mostly 56.1 µM), for inactives: top-dose activity change, negative = inhibition, usual class: inhibitors. 350,000 tested, 0.2% active. recombinant BLM DNA unwinding, fluorescence dequenching. P54132. AID 2528;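 also: potency is read from the fitted curve at half-maximal effect; plate controls were vehicle for no effect and no enzyme for full effect; nearly all actives have a fitted effect of over 35% in size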
POLB inh: inhibitors of human DNA polymerase beta; P06746; Pol beta primer extension/strand displacement, fluorescence kinetic; Potency, µM (doses to about 114 µM), for inactives: top-dose activity change, negative = inhibition, usual class: inhibitors; 340,000 tested, 1.3% active; AID 485314; also: potency is read from the fitted curve at half-maximal effect; % is scaled to controls: 0 for no effect and ±100 for the full control effect
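Pol beta (10 nM) and compounds were preincubated 15 min at room temperature, then 50 nM substrate (final) started primer extension/strand displacement. Reads were taken at 0 and 10 min; concentration-response data were fitted to a four-parameter Hill equation.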
POLK inh: blocks human DNA polymerase kappa activity | 400,000 tested, 0.53% active | purified Pol kappa, fluorescent DNA synthesis assay, 10 min | Potency, µM (doses to about 107 µM), for the others: at the highest dose activity, negative = inhibition, actives largely listed as inhibitors | Q9UBT6; also: potency is read from the fitted curve at half-maximal effect; % is scaled to controls: 0 for no effect and ±100 for the full control effect
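Enzyme at 10 nM met test compounds for 15 min at room temperature. Substrate addition (50 nM final) began the reaction, which was monitored by fluorescence at 0 and 10 min.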
ERG Ets-DNA blk: inhibitors of human ERG Ets domain-DNA interaction; fluorescence polarization, His-ERG Ets domain / labelled DNA; Potency, µM (doses to about 76.9 µM), for the others: at the highest dose FP activity, negative = inhibition, actives largely listed as inhibitors; 370,000 tested, 0.028% active; active = well fitted inhibition curve with a large enough effect in the polarisation, with a control signal flat; inconclusive = small, poorly fitted or top-dose-only effect, or effect the other way, or a change in a side signal; inactive = no such curve, though single readings can be large or run the other way; the % refers to the polarisation;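 also: polarization taken with two DNA probes labelled with fluorescein and Texas red; potency is read from the fitted curve at half-maximal effect; % of control where 0% means no effect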
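His-tagged ERG Ets domain (1 uM in the protein solution; 300mM KCl, 50mM Tris-HCl, 1mM EDTA, 1mM DTT, pH 7.5) received compound, then a probe mix of 5 nM fluorescein-DNA and 100nM Texas-615-DNA. Fluorescence polarization was read for both dyes.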
TRHR ag: activates the human TRH receptor. 360,000 tested, 0.18% active. TRHR cells, calcium flux fluo-8, FDSS agonist mode. AID 493084. activation, % at 2 µM; in the data active = activation above about 30%; also: 0% is about no effect
Target sequence (P34981 whole entry, looked up): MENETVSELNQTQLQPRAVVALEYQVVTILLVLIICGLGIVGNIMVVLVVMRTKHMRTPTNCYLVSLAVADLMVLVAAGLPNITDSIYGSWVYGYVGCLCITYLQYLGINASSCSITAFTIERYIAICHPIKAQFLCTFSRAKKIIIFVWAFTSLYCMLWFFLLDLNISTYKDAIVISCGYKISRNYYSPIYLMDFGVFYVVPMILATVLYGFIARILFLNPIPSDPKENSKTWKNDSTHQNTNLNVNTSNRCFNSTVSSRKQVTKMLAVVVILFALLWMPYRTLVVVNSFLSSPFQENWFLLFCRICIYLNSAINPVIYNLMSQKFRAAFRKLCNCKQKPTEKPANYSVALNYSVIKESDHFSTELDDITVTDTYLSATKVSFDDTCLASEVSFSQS
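TRHR-expressing cells loaded with fluo-8 calcium dye; 23 nL library compound pin-transferred, kinetic FDSS fluorescence (Ex 480/Em 530) recorded about 180 s for agonist-induced calcium release, before a 10 nM TRH EC20 addition for potentiator mode.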
* = called active by the depositor; i = inactive; ? = inconclusive; · = no result given; & = joins results of further samples; [ ] = dose if it differs, or a comment. Unless noted, calls follow the shape of the dose curve; as a rule, active = well fitted curve in the direction sought with a large enough effect; inconclusive = small, poorly fitted or top-dose-only effect, or another doubt; inactive = no such curve, though single readings can be large; an effect the other way counts as inactive or inconclusive. The list is partial, so the mix of outcomes need not match the whole.

Start of the listing, in advance:
SMILES	APEX1 inh	Pol iota inh	12-LOX inh	Anesthetic bind	BLM inh	POLB inh	POLK inh	ERG Ets-DNA blk	TRHR ag
O=C(CNC(=O)c1ccccc1)OCC(=O)c1ccccc1Cl	3.1%	-0.8%	i	?	-2.3%	14.5%	-6.6%	7.8%	-0.1
Cc1ccc(CNC(=O)C2CCCN(c3ncnc4onc(-c5ccc(F)cc5)c34)C2)cc1 (stereo not drawn)	·	13.0%	?	-9.6%	-0.2%	12.1%	6.1%	2.0%	-0.8

The whole of this part, from the start:
SMILES	APEX1 inh	Pol iota inh	12-LOX inh	Anesthetic bind	BLM inh	POLB inh	POLK inh	ERG Ets-DNA blk	TRHR ag
O=C(CNC(=O)c1ccccc1)OCC(=O)c1ccccc1Cl	3.1%	-0.8%	i	?	-2.3%	14.5%	-6.6%	7.8%	-0.1
Cc1ccc(CNC(=O)C2CCCN(c3ncnc4onc(-c5ccc(F)cc5)c34)C2)cc1 (stereo not drawn)	·	13.0%	?	-9.6%	-0.2%	12.1%	6.1%	2.0%	-0.8
Cc1cc2c(cc1C)NC1=C(N2)OC(c2cccc(O)c2)C1=O (stereo not drawn)	-0.1%	-12.9%	-10.8%	1.2%	-6.2%	24.4%	-19.1%	1.3%	-1.1
CCOC(=O)c1ccc(-n2c(CCC(=O)O)ccc2-c2ccc(F)cc2)cc1	34.4%	-16.2%	?	-8.5%	-6.4%	-5.7%	-7.3%	-6.9%	-0.1
O=[N+]([O-])c1cc(Cl)ccc1-c1nc(-c2ccccc2)no1	0.7%	9.8%	1.6%	-20.7%	-5.5%	30.2%	-3.6%	-7.3%	0.0
COCCNC(=O)CN(C(=O)CCC(=O)Nc1cc(C)on1)c1ccc(C)cc1C	2.8%	21.1%	-15.9%	-8.7%	1.1%	13.0%	-14.6%	-7.6%	-0.4
O=C(CN1CCCc2ccccc21)N/N=C/c1ccccc1	-5.7%	9.2%	-0.2%	-4.5%	-3.0%	28.8%	-14.4%	-0.1%	0.6
Cc1[nH]c2ccccc2c1C(=O)COC(=O)C(C)C	-0.9%	9.4%	-7.7%&10.7%	-18.3%	-6.1%	3.0%	-2.8%	-15.3%	-0.2
O=C(O)CCc1ccc(-c2ccccc2)n1-c1cccc(O)c1	1.7%	1.5%	?	-2.5%	-3.7%	-1.2%	-8.1%[60.1 µM]	·	1.6
COc1cccc(S(=O)(=O)Nc2cccc(C(=O)N3CCCC3)c2)c1	34.2%[activator]	30.4%[activator]	17.3%	-16.5%	1.0%	28.7%	-1.0%	2.7%	0.3
COc1ccnc(Oc2ccc(C)cc2)c1C#N	9.9%	18.4%	4.6%	-16.1%	-1.1%	19.0%	-9.4%	4.4%	-0.3
COc1cc(C(=O)Nc2ccc(-c3nc4cc(C)ccc4o3)c(O)c2)cc(OC)c1OC	-3.1%	-5.3%	21.2%	3.2%	-4.0%	2.6%	-7.3%	·	0.3
COc1cc2cc(CN(CCCN3CCOCC3)C(=O)Nc3ccc(F)cc3)c(=O)[nH]c2cc1OC	-1.6%	22.4%	-5.9%	-5.1%	-5.2%	2.3%	-7.1%	-5.8%	-1.0
O=[N+]([O-])c1ccc(N/N=C/c2ccc(OCc3cccc4ccccc34)cc2)nc1	-2.1%	?	-0.6%	-9.9%	0.0%	7.1%	-15.7%	7.9%	1.1
C#CCn1c(O)c(N=NC(=O)C(O)c2ccccc2)c2ccccc21 (stereo not drawn)	-7.8%	48.7%[activator]	7.9%	-17.6%	-4.4%	-19.4%	-4.7%	0.8%	-0.4
O=C(c1ccccc1F)N1CCN(C(=O)C2CC2)CC1	27.3%	137.4%[activator]	14.7%	-6.0%	1.5%	18.5%	5.7%	5.3%	0.4
C/C(Cn1nnc([N+](=O)[O-])n1)=N\NC(=O)c1ccncc1	0.2%	76.9%[activator]	3.4%	-2.2%	-4.0%	15.2%	3.3%	-5.7%	1.8
O=C(O)COc1c(-c2ccco2)oc2ccccc2c1=O	-4.4%	?	-15.1%	1.3%	-0.5%	39.8µM*	-22.6%	11.6%	1.2
CCOC(=O)c1c(C)[nH]c(CCC(=O)NCc2cc(Br)ccc2OC)c1C	·	-12.9%	?	50.6%[activator]	-6.0%	8.1%	-14.9%[60.1 µM]	5.8%	-0.8
CCn1c(=O)cc(OCC(=O)NCc2ccccc2Cl)c2ccccc21	·	-6.7%	-23.6%	-8.5%	1.0%	6.2%	-9.3%	-2.5%	-0.1
Cc1ccc2nsnc2c1NC(=O)c1ccc([N+](=O)[O-])cc1	0.6%	161.7%[activator]	-2.9%	-7.7%	-2.3%	4.5%	-15.7%	0.6%	-0.3
COC(=O)CNC(=O)C1CCN(C(=O)OCc2ccccc2)CC1	10.3%	-6.2%	i	-2.5%	3.9%	-2.2%	0.0%	2.6%	0.5
CC(=O)Cc1nsc(NC(=O)c2cc(-c3ccccc3Cl)oc2C)n1	?	-5.7%	11.3%	-15.2%	-4.4%	1.8%	-3.0%	17.5%	-0.5
CC1CC(C)CN(CCCNC(=O)C2CCCN(c3ncnc4c3nc3n4CCCCC3)C2)C1 (stereo not drawn)	16.7%	35.4%[activator]	-3.0%	-1.7%	0.1%	-2.8%	17.6%	5.8%	0.3
c1cc2c(cc1C1CCCCC1)c1c3n2CCN[C@H]3CCC1	-0.6%	·	?	·	-12.1%	·	-9.1%[19.4 µM]	·	·
CCOC(=O)N1CCc2c(sc(NCc3cc(OC)c(OC)cc3OC)c2C(=O)Nc2ccc(OCC)cc2)C1	·	50.9%[activator]	0.8%	-16.1%	-12.8%	1.0%	-19.7%[60.1 µM]	-1.5%	-0.8
O=C(NCCc1ccccc1)C1CCN(C(=O)NCc2ccccc2)CC1	-4.7%	1.5%	0.0%	-11.2%	2.3%	15.8%	-0.1%	-2.1%	0.4
COc1ccc(NC(=O)Cn2nc(C(F)(F)F)c3c2CCCC3)cc1OC	-4.7%	?	-24.7%&1.7%	-12.2%&-3.2%	-5.1%&-7.5%	8.8%&-19.5%	-19.9%&-12.6%	0.7%&-2.6%	0.4&0.7
CC(C)CC(=O)NS(=O)(=O)c1ccc(N)cc1	0.7%	-0.4%	22.9%	1.0%	0.0%	-0.9%	-8.7%	-1.2%	-0.4
O=C(Nc1ccc(F)cc1)c1cncs1	23.4%	99.1%[activator]	0.0%	0.8%	-3.4%	86.4%	0.1%	-1.8%	0.1
Cn1c(=O)c(=O)n(C)c2cc(S(=O)(=O)N3CC(=O)N(CCc4ccccc4)C(=O)C3)ccc21	-2.0%	19.8%	-4.0%	9.2%	-1.5%	1.1%	1.9%	3.6%	0.3
COc1cc(/C=N/NC(=O)CCN2CCN(Cc3ccccc3)CC2)cc(OC)c1OC	2.3%	11.2%	-17.1%	-2.0%	-5.8%	0.2%	-30.4%	1.2%	-0.1
CCN1c2cccc3cccc(c23)S1(=O)=O	-3.3%	?	-4.3%	57.7%[activator]	0.1%	3.5%	0.0%	10.3%	-0.3
CSc1ccccc1-c1nnc(-c2ccc(C)cc2)o1	1.4%	13.0%	0.0%	-13.1%	-8.6%	22.6%	-15.4%	-1.0%	·
CCOC(=O)C(C)NC(=O)Cn1ncc2c(=O)oc3ccc(C)cc3c21 (stereo not drawn)	3.3%	24.6%	39.4%[activator]	-0.2%	0.0%	0.0%	4.0%	18.3%	0.4
CC1CN(c2ccccn2)C(C)CN1C(=S)Nc1ccccc1 (stereo not drawn)	·	4.6%	?	·	·	·	-2.2%	-0.4%	·
Cc1cc(C)c(C)c(S(=O)(=O)N2CCC(C(=O)Nc3ccc(S(=O)(=O)N4CCOCC4)cc3)CC2)c1C	-19.2%	3.5%	?	-1.6%	-19.1%	2.9%	-10.3%	-5.5%	1.1
CN(C)C(=O)c1cn(-c2ccccc2)nc1-c1cccc([N+](=O)[O-])c1	0.3%	21.0%	0.2%	-16.7%	-3.7%	6.8%	-12.8%	-4.4%	0.4
CC(=O)c1cccc(NC(=O)C(C)N(C)CC(=O)Nc2ccc(Cl)cc2)c1 (stereo not drawn)	-5.4%	-2.0%	8.0%	-2.9%	-3.4%	1.5%	-2.3%	-16.6%	0.1
CCOCCOC(=O)C1=C(C)NC2=C(C(=O)CC(c3cccs3)C2)C1c1ccsc1 (stereo not drawn)	-5.3%	-26.6%	-8.5%	39.6%[activator]	-3.5%	?	-0.5%	5.3%	-0.1
CC(=O)c1ccc(N=Nc2ccc(N)cc2)cc1	0.9%	-4.8%	14.3%	-10.2%	2.0%	3.9%	-19.8%	-6.1%	0.1
COc1ccc(CC(=O)N2CCc3cc(OC)c(OC)cc3C2O)cc1OC (stereo not drawn)	-6.0%	71.8%[activator]	55.9%[activator]	8.6%	-5.9%	14.4%	-16.3%	5.3%	0.5
Cc1[nH]c2ccccc2c1C(=O)C(C)OC(=O)c1ccc(Cl)nc1 (stereo not drawn)	-8.0%	20.1%	-8.5%	·	·	·	0.2%	8.1%	0.7
CCOc1ccccc1CNC(=O)c1ccc2c(c1)sc1nc(-c3ccccc3)cn12	·	1.5%	-24.7%	1.0%	-0.9%	-2.3%	-6.3%	3.5%	0.1
COc1ccc(Cn2c(C)c(C)c(C#N)c2NC(=O)Nc2cccc(Cl)c2)cc1	-10.8%	9.9%	1.0%	-22.4%	-2.0%	17.2%	7.3%	10.6%	0.3
COc1ccc(C(=O)n2nc(C)cc2C)cc1OC	3.1%	22.5%	4.8%	-12.0%	2.9%	22.2%	-4.3%	-9.2%	-0.3
Cc1nc2c(s1)sc1ccccc12	-5.2%	9.6%	0.0%	?	-1.4%	1.6%	7.9%	-2.1%	0.4
